# Ba/F3 V617F tox: reduced viability of JAK2V617F-dependent Ba/F3 cells, primary screen, JAK2V617F inhibitor project, cell-based, Ba/F3 EpoR-JAK2V617F, luminescence; inhibition, % at 5.6 µM; 1.1% of 220,000 active; ATP luminescence;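 active = inhibition above the campaign mean plus 3 SD over all tested compounds, cut at about 24% in these data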;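 also: cytokine-independent growth of Ba/F3 cells driven by EpoR plus mutant JAK2; 0% = DMSO-treated cells and 100% = JAK inhibitor I control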
# S1P4 agonist: S1P4 receptor agonists, primary screen, cell-based. 0.35% of 220,000 active. AID 1509, 2009. Sphingosine 1-phosphate receptor 4 (Homo sapiens), O95977. activation, % at 4.98 µM. S1P4-expressing cell line, agonist reporter assay; in the data active = activation above about 11%;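 also: 0% = DMSO vehicle and 100% = reference agonist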
# Target sequence (O95977 whole entry, looked up): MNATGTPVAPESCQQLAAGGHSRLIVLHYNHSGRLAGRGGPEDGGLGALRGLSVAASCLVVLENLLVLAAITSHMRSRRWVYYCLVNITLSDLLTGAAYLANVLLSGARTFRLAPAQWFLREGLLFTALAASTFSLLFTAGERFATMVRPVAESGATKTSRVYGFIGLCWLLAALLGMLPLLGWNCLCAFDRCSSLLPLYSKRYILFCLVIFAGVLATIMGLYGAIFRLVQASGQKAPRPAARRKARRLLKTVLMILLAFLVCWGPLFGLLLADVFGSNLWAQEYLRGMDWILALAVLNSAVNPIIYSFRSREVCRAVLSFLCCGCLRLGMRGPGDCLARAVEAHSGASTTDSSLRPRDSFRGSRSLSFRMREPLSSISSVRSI
# Runt-CBFb FRET: inhibitors of RUNX1 Runt–CBFb binding, primary screen, biochemical, FRET, Cerulean-Runt, Venus-CBFb, uHTS; Runt-related transcription factor 1 (Homo sapiens) + Core-binding factor subunit beta …; Cerulean-Runt/Venus-CBFb FRET ratio 530/480, 1 h; inhibition, % at 20 µM; 0.46% of 220,000 active;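 active = inhibition over about 50% at 20 µM in the single-dose screen, limit read from the data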;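 also: 0% = DMSO wells and 100% = excess unlabeled CBFb competitor control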
#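 Doses: 20 µM compound in 1% DMSO | Material: Cerulean-labeled Runt domain protein | Amount: Each fluorescent fusion protein 100 nM | Schedule: Two 1 h room-temperature incubations shielded from light | Measured by: FRET fluorescence | Evaluation: Loss of energy transfer signal | Controls: Unlabeled CBFb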
# S1P4 antagonist: S1P4 receptor antagonists, primary screen, cell-based; Sphingosine 1-phosphate receptor 4 (Homo sapiens), O95977; 0.26% of 220,000 active; inhibition, % at 4.98 µM; S1P4-expressing cells, antagonist mode, reporter read-out; AID 1510, 2009; in the data active = inhibition above about 29%;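 also: 0% = wells stimulated with agonist and 100% = vehicle wells without agonist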
# BaF3 parental: parental Ba/F3 cell viability inhibition, counter-screen for JAK2V617F inhibitor project, murine pro-B, CellTiter-Glo luminescence; 1.1% of 220,000 active; CellTiter-Glo ATP luminescence; inhibition, % at 5.6 µM;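 active = inhibition above a per-campaign cutoff, the mean inhibition of all tested compounds plus 3 SD, cut at about 27% in these data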;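 also: 0% = DMSO wells and 100% = JAK Inhibitor I control wells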
# NPY-Y1 antag: NPY-Y1 receptor antagonists, primary screen, cell-based; inhibition, % at 3.6 µM; HEK293-CNG Y1 cells, membrane potential fluorescence; NPY at EC95, then isoproterenol; Neuropeptide Y receptor type 1 (Homo sapiens), P25929; 1% of 200,000 active; AID 1040, 2008;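 active = inhibition above the campaign mean inhibition of all tested compounds plus 3 SD, cut at about 20% in these data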;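 also: 0% = DMSO wells given NPY plus isoproterenol and 100% = isoproterenol alone without NPY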
#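 System: HEK293 cells with Y1 receptor plus CNG channel / Probe or stimulus: NPY 25 nM then isoproterenol 1 µM plus Ro 20-1724 25 µM / Compound: one concentration, 3.6 µM, in 0.4% DMSO / Schedule: compound incubation 1 h at room temperature, readout 45 min post-stimulation / Measured by: membrane potential fluorescence / Read-out: % inhibition of NPY effect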
# NPY2 pot ag: NPY-Y2 potentiators or agonists, primary screen, cell-based. Neuropeptide Y receptor type 2 (Homo sapiens), P49146. cells expressing NPY-Y2, potentiator/agonist read-out. activation, % at 3.6 µM. 0.45% of 220,000 active. AID 1359, 2008; in the data active = activation above about 27%;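 also: cells stimulated with NPY near EC25 plus isoproterenol at EC100; 0% = vehicle plus submaximal agonist and 100% = vehicle plus saturating agonist; some results beyond the cut were filed as inactive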
# Target sequence (P49146 whole entry, looked up): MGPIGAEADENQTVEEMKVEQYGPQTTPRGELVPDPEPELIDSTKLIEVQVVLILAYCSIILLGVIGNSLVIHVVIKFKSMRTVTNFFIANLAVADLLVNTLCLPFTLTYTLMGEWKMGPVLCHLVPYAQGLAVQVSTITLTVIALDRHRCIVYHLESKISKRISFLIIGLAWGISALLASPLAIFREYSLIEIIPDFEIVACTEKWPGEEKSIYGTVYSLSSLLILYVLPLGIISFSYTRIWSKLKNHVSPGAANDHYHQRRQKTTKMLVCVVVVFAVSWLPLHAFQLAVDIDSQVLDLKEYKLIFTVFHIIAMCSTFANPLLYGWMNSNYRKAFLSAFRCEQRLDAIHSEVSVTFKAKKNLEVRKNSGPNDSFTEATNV
# RBBP9 inh: human RBBP9 inhibitors, primary screen, biochemical, fluorescence polarization, FP-Rh probe, HTS | Serine hydrolase RBBP9 (Homo sapiens), O75884 | recombinant RBBP9 | inhibition, % at 7.94 µM | 0.2% of 220,000 active | AID 1515, 2009;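 active = inhibition above the campaign mean of all tested compounds plus 3 SD, cut at about 14% in these data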;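 also: plate controls were DMSO wells with RBBP9 for no effect and wells lacking RBBP9 protein for full effect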
# Target sequence (O75884 whole entry, looked up): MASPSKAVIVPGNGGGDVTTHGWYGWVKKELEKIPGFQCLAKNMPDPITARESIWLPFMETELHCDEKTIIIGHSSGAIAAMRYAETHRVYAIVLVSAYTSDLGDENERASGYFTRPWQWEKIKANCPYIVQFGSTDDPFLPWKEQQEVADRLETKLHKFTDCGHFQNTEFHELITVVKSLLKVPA
#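 System: RBBP9 protein / Buffer or medium: Tris/NaCl buffer pH 8.0 with 0.1% Pluronic / Probe or stimulus: Serine-hydrolase probe FP-Rh, 375 nM pre-mixing / Dosing: 7.94 µM single dose, 0.794% DMSO / Times: enzyme-compound preincubation 30 min, then probe labeling 45 min, 25 °C / Technique: fluorescence polarization (mP), excitation 525 nm, emission 598 nm / Replication: singlicate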
# NPY-Y1 PAM-ag: NPY-Y1 receptor potentiators or agonists, primary screen, cell-based; activation, % at 3.6 µM; 0.37% of 220,000 active; NPY-Y1 expressing cells, potentiator/agonist activation; in the data active = activation above about 33%, passing the limit was not always enough;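 also: cells stimulated with NPY at EC10 then isoproterenol at EC100; 0% = low agonist plus stimulus and 100% = saturating agonist plus stimulus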
# Starred values were filed as active, the others as inactive; . = not tested or not shown.
canonical_smiles,Runt-CBFb FRET,S1P4 antagonist,S1P4 agonist,NPY2 pot ag,BaF3 parental,RBBP9 inh,Ba/F3 V617F tox,NPY-Y1 antag,NPY-Y1 PAM-ag
Cc1oc(-c2cccc(F)c2)nc1CN1CCCCC1CCn1cccn1 (configuration not stated),-1,-2,0.9,0,10,4,0,15,0
CC(C)CCn1c(N2CCc3ccccc3C2)nc2c1c(=O)[nH]c(=O)n2C,-5,-24,0.2,-3,5,-9,1,9,-14
O=C(Cc1ccccc1)NC1CCS(=O)(=O)C1 (configuration not stated),1,-3,-0.4,-9,2,-12,1,-1,4
O=C(CC(NC(=O)c1ccccc1)c1ccccc1)Nc1cccc2ccccc12 (configuration not stated),5,-25,2.0,1,7,-10,2,10,-3
CC(=O)c1cnc2c(-c3cccc(Br)c3)cnn2c1C,-9,-6,-1.4,9,2,3,-1,4,6
O=C(Nc1ccc(Cl)c(Cl)c1)Nc1nnc(CSc2ccccc2)s1,2,-17,0.6,3,3,-7,-1,5,1
Cc1cc(C)n2nc(SCC(=O)Nc3ccc(F)cc3)nc2n1,1,-6,0.3,15,3,-8,-1,-1,15
Cc1nnc(NC(=O)Cn2nc(C)c3ccccc3c2=O)s1,.,-12,1.3,-2,8,-5,-4,6,2
CC(C)CN=CC1=C(O)c2ccccc2C1=O,1,2,0.1,-4,1,-6,-2,.,14
Cc1ccc(CCN2C(=O)c3ccccc3C2C(=O)NCc2cccnc2)cc1 (configuration not stated),0,4,0.1,-16,10,-1,3,-1,-7
O=C1c2sc3nc4n(c(=O)c3c2CCC1Br)CCCCC4 (configuration not stated),47,-3,-2.5,11,6,-3,-1,2,5
CC(=O)c1c(C)[nH]c(C(=O)N2CCc3ccccc32)c1C,1,2,0.5,8,2,0,1,-3,14
COCCn1ccc(O)c(Cc2ccccc2)c1=O,0,-9,0.1,-6,1,-4,2,9,-6
COC(=O)N/N=C/C1=CCC2CC1C2(C)C (configuration not stated),2,-18,-2.2,6,1,-8,2,7,21
COc1ccccc1-c1nc(SCC(=O)O)n[nH]1,0,-16,-0.1,10,0,-1,-5,-6,-14
Cc1ccc(CN2C3CCCC2CC(NC(=O)c2ccc(C)cc2)C3)cc1 (configuration not stated),0,7,-1.0,-12,4,-11,2,3,-24
CCCN=C(N)/C(C(=O)OCC)=C(\O)c1ccc(OC)cc1,-2,10,0.9,0,7,4,0,3,-15
O=C1CN(C(=O)CSc2nc3cc(Cl)ccc3c(=O)n2Cc2ccccc2)c2ccccc2N1,-2,10,0.0,4,4,-4,0,1,-9
CCOC(=O)CSC1=N/C(=C/c2ccc(-n3cncn3)cc2)C(=O)N1C(C)=O,8,5,-0.6,-18,7,6,-4,2,14
CCc1ccc(Nc2nc(N)nc(CSc3nc4ccccc4s3)n2)cc1,-4,-35,0.7,-2,6,-16,4,12,-13
O=C(O)c1cc(NCc2ccc(F)cc2)ccc1N1CCOCC1,0,-10,0.1,-15,-2,1,-2,-2,4
Cc1c(C(=O)O)cccc1-c1ccc(/C=N/Nc2ccc(Br)cc2)o1,25,-1,0.9,5,0,-4,-2,-7,8
Cc1nnc(NC(=O)c2cccc(NC(=O)C(C)C)c2)s1,0,2,-1.1,-1,1,-1,1,2,24
CCOc1ccc(S(=O)(=O)n2nnc3ccccc32)cc1C,3,-18,-3.4,-11,-2,-9,-2,7,-41
CCC(=O)NC(Nc1ccccn1)(C(=O)OC)C(F)(F)F (configuration not stated),-1,1,0.0,-20,4,-2,4,2,-17
Cc1ccc(-c2nnc(N)o2)cc1,-1,-51,-0.6,5,3,-6,3,2,-10
CC(=O)c1c(O)cc(C(C)C)n(-c2ccccc2)c1=O,0,-17,0.6,17,0,-1,-3,4,1
CCn1c2ccccc2c2nnc(SCC(=O)Nc3c(C)n(C)n(-c4ccccc4)c3=O)nc21,-1,12,-2.1,6,2,-3,0,1,-11
Cc1ccsc1S(=O)(=O)N1CCC(CO)(CC2CCCCO2)CC1 (configuration not stated),-2,2,-1.2,2,10,-3,1,4,8
CN(CC(=O)Nc1ccc(S(=O)(=O)N2CCCC2)cc1)Cc1cccc(Cl)c1Cl,-2,-5,0.8,19,8,-10,4,-3,18
N=C1c2ccccc2CN1c1ccc(S(=O)(=O)N2CCCCC2)cc1,-1,-4,-1.1,-3,3,-4,1,-4,-12
CC(=O)Nc1ccccc1C(=O)C(=O)NCCc1ccccc1,-1,-2,-1.3,20,0,0,-4,-4,-5
Cc1ccc(CNC(=O)C2c3ccccc3C(=O)N(C)C2c2c[nH]c3ccccc23)o1 (configuration not stated),-1,0,0.8,-15,3,0,3,5,-28
COc1ccc(/C=C2\SC(=S)N(CCCC(=O)NNC(=O)c3ccccc3O)C2=O)cc1,-16,-10,0.8,-3,3,-3,-3,4,-6
COc1ccc(Cn2c(O)c(C=Nc3ccccc3C(=O)O)c3ccccc3c2=O)cc1,2,-3,0.7,54*,-2,-1,4,.,47
Cc1ccc(-c2nnn(CC(=O)NCCc3ccc4c(c3)OCO4)n2)o1,2,-3,0.0,-15,2,-10,-3,9,-2
CCCc1ccc(C(=O)NNc2ccccc2F)cc1,1,-9,0.9,19,1,-6,-4,.,33
Cc1ccc(OC(=O)CCC(=O)NC(C)c2ccccc2)cc1 (configuration not stated),-2,-3,-0.7,2,10,-4,2,6,22
COc1ccc(S(=O)(=O)NC(C)C(=O)O)cc1 (configuration not stated),2,-20,1.9,8,1,3,-4,2,16
CN(C)/C=C/C(=O)c1cccc([N+](=O)[O-])c1,-2,-10,-4.3,3,4,1,-3,2,3
[O-]/C(=C(\C(=S)NCc1ccc2c(c1)OCO2)[n+]1ccccc1)c1ccc(Cl)s1,2,-8,2.7,-12,6,-4,5,-1,-8
CN1CCN(C(=S)c2ccc([N+](=O)[O-])cc2)CC1,23,8,0.2,10,8,2,2,-2,-18
CC(C)(Oc1ccc(Br)cc1)C(=O)N1CCc2ccccc21,-1,-4,1.9,-16,8,-2,1,11,-20
Cc1cccc(-c2nc(CS(=O)CC(=O)N3CCc4ccccc4C3)c(C)o2)c1 (configuration not stated),-1,8,-3.2,-3,2,-3,-1,6,-10
Cc1cc(C)cc(-n2c(=O)c3sccc3n(CC(=O)NCc3ccco3)c2=O)c1,-2,-18,-2.6,16,1,-10,-1,6,10

# Some of the entries above, reformatted.
Cc1ccc(CNC(=O)C2c3ccccc3C(=O)N(C)C2c2c[nH]c3ccccc23)o1 (configuration not stated)
  Runt-CBFb FRET = -1
  S1P4 antagonist = 0
  S1P4 agonist = 0.8
  NPY2 pot ag = -15
  BaF3 parental = 3
  RBBP9 inh = 0
  Ba/F3 V617F tox = 3
  NPY-Y1 antag = 5
  NPY-Y1 PAM-ag = -28
COc1ccc(/C=C2\SC(=S)N(CCCC(=O)NNC(=O)c3ccccc3O)C2=O)cc1
  Runt-CBFb FRET = -16
  S1P4 antagonist = -10
  S1P4 agonist = 0.8
  NPY2 pot ag = -3
  BaF3 parental = 3
  RBBP9 inh = -3
  Ba/F3 V617F tox = -3
  NPY-Y1 antag = 4
  NPY-Y1 PAM-ag = -6
COc1ccc(Cn2c(O)c(C=Nc3ccccc3C(=O)O)c3ccccc3c2=O)cc1
  Runt-CBFb FRET = 2
  S1P4 antagonist = -3
  S1P4 agonist = 0.7
  NPY2 pot ag = 54*
  BaF3 parental = -2
  RBBP9 inh = -1
  Ba/F3 V617F tox = 4
  NPY-Y1 antag = .
  NPY-Y1 PAM-ag = 47

# (cont.)
canonical_smiles,Runt-CBFb FRET,S1P4 antagonist,S1P4 agonist,NPY2 pot ag,BaF3 parental,RBBP9 inh,Ba/F3 V617F tox,NPY-Y1 antag,NPY-Y1 PAM-ag
Cc1cc(/C=N/Nc2ccc([N+](=O)[O-])cn2)c(C)n1-c1cccc(C(=O)O)c1,-10,5,2.4,-7,-1,-4,-3,.,18
O=C(CCCCCCCCC(=O)N/N=C/c1ccco1)N/N=C/c1ccco1,-5,-4,2.4,-7,4,-9,-2,4,-11
O=C(Nc1nnc(C2CC2)s1)c1cccnc1Oc1ccc(Cl)cc1,3,4,1.2,-17,2,-4,5,.,0
Cc1ccc(-c2nnc(Nc3ccc4c(c3)OCO4)c3ccccc23)cc1S(=O)(=O)NC(C)C,-8,-8,1.0,-15,-1,4,-4,4,-9
CCOc1cc2nc(-c3ccc(OC)c(OC)c3)nc(NCCCN3CCOCC3)c2cc1OC,2,-20,1.6,14,4,0,-3,2,14
Cc1nn(-c2ccccc2)c(OC(=O)c2cccs2)c1S(=O)(=O)c1ccc([N+](=O)[O-])cc1,0,-2,-1.2,-5,2,3,-3,-4,-20

# Single records (already shown). Order of values: Runt-CBFb FRET | S1P4 antagonist | S1P4 agonist | NPY2 pot ag | BaF3 parental | RBBP9 inh | Ba/F3 V617F tox | NPY-Y1 antag | NPY-Y1 PAM-ag
# Cc1ccc(CN2C3CCCC2CC(NC(=O)c2ccc(C)cc2)C3)cc1 (configuration not stated) reads 0 | 7 | -1.0 | -12 | 4 | -11 | 2 | 3 | -24
# Cc1oc(-c2cccc(F)c2)nc1CN1CCCCC1CCn1cccn1 (configuration not stated) reads -1 | -2 | 0.9 | 0 | 10 | 4 | 0 | 15 | 0
# Cc1ccsc1S(=O)(=O)N1CCC(CO)(CC2CCCCO2)CC1 (configuration not stated) reads -2 | 2 | -1.2 | 2 | 10 | -3 | 1 | 4 | 8
# Cc1ccc(CCN2C(=O)c3ccccc3C2C(=O)NCc2cccnc2)cc1 (configuration not stated) reads 0 | 4 | 0.1 | -16 | 10 | -1 | 3 | -1 | -7
# O=C1c2sc3nc4n(c(=O)c3c2CCC1Br)CCCCC4 (configuration not stated) reads 47 | -3 | -2.5 | 11 | 6 | -3 | -1 | 2 | 5

# High-throughput results (PubChem)
